Screening results (PubChem)
G9a block: blocks human histone lysine methyltransferase G9a; AID 504332; Potency, µM (top dose mostly 102 µM), for the others: at the highest dose activity, negative = inhibition, actives largely listed as inhibitors; G9a H3K9 monomethylation, AlphaScreen, 2 h; 8.8% of 350,000 active; Q96KQ7; further: on the % scale 0 is the no-effect control and ±100 the full control effect; nearly all actives have a fitted effect of over 75% in size
Target sequence (Q96KQ7 913-1193 limits assumed): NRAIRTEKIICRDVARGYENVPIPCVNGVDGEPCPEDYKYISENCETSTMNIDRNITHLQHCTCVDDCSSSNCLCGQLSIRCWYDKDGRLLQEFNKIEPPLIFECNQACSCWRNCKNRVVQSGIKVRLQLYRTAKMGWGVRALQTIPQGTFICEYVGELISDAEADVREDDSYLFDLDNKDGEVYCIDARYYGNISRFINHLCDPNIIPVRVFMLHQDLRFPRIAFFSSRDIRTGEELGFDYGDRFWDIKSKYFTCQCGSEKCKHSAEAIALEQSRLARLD
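G9a (20 nM) preincubated 15 min RT with compounds, then 500 nM biotinylated H3K9 peptide and 20 uM SAM added; 2 h RT reaction. Monomethyl-H3K9 product detected by AlphaScreen with anti-H3K9me1 antibody, streptavidin donor and anti-rabbit IgG acceptor beads.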
JMJD2A Tudor: JMJD2A Tudor domain (human) inhibition | AID 504339 | O75164 | 4.4% of 390,000 active | AlphaScreen JMJD2A-Tudor / H3K4me3 peptide binding | Potency, µM (titrated, usually from 114 µM), without a hit: at the top dose activity change, negative = inhibition, actives largely listed as inhibitors; further: on the % scale 0 is the no-effect control and ±100 the full control effect; nearly all actives have a fitted effect of over 50% in size
BAZ2B block: BAZ2B (human) inhibition | Q9UIF8 | AlphaScreen BAZ2B-H3K14Ac peptide displacement | Potency, µM (top dose mostly 114 µM), for the others: at the top dose activity change, negative = inhibition, most hits filed as inhibitors | 4.4% of 360,000 active | AID 504333; further: on the % scale 0 is the no-effect control and ±100 the full control effect; nearly all actives have a fitted effect of over 60% in size
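AlphaScreen displacement: compounds (up to 110uM) incubated 30 min at room temperature with a preformed 50 nM BAZ2B/50 nM biotinylated H3K14Ac peptide complex in PBS pH 7.4 with Tween-20. Donor and acceptor beads at 10 ug/mL final added, 20 min light-protected before reading.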
BLM inh: inhibitors of human Bloom syndrome helicase BLM | Potency, µM (highest dose often 56.1 µM), without a hit: at the top dose activity change, negative = inhibition, actives largely listed as inhibitors | P54132 | recombinant BLM DNA unwinding, fluorescence dequenching | 0.2% of 350,000 active;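 further: plate controls were vehicle for no effect and no enzyme for full effect; nearly all actives have a fitted effect of over 35% in size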
Tb PGK inh: blocks T. brucei phosphoglycerate kinase; PGK/GAPDH coupled, Kinase-Glo luminescence, 60 min; Potency, µM (top dose mostly 57.5 µM), without a hit: at the highest dose activity change, negative = inhibition, hits mostly inhibitors; P07378; 0.043% of 380,000 active; AID 602233; further: on the % scale 0 is the no-effect control and ±100 the full control effect; nearly all actives have a fitted effect of over 60% in size
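Luminescent ATP detection (Kinase-Glo Plus) follows a 60-minute room-temperature incubation, with wells lacking PGK as controls. Buffer: 100 mM TEA (pH 7.6), 5 mM MgCl2, 0.01% Tween-20. Coupling enzyme GAPDH (100 nM final) supplies unstable 1,3-BPG in-well.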
POLI inh: inhibitors of human DNA polymerase iota; Q9UNA4; Pol iota fluorescent replication assay, 10 min; 1% of 390,000 active; Potency, µM (highest dose often 115 µM), inactives show top-dose activity, negative = inhibition, most hits filed as inhibitors
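Pol iota at 10 nM preincubated 15 min with compounds at room temperature; reaction started with fluorescent substrate, 50 nM final. Fluorescence read kinetically at 0 and 10 min; buffer-only wells as negative control.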
HP1b chromo inh: HP1-beta chromodomain-methylated histone interaction inhibition; P83916; AlphaScreen HP1-beta / biotin-H3K9me3 peptide binding; Potency, µM (doses to about 114 µM), for the others: at the top dose activity change, negative = inhibition, most hits filed as inhibitors; 0.56% of 390,000 active; AID 540317; further: nearly all actives have a fitted effect of over 70% in size; inactives centre near 23
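HP1-beta protein (50 nM final) preincubated 30 min at room temperature with biotinylated H3(1-18)K9me3 peptide (50 nM) in PBS pH 7.4, 0.01% Tween-20, then compound added for 30 min. AlphaScreen streptavidin donor/nickel chelate acceptor beads (10 ug/mL final), 30 min dark, luminescence read.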
Pin1 inhibitor: blocks the human prolyl isomerase Pin1. Q13526. Pin1 FP peptide displacement, HiFluor488, 10 min. Potency, µM (doses to about 115 µM), for the others: at the highest dose activity, negative = inhibition, most hits filed as inhibitors. 0.009% of 390,000 active. AID 504891; active means well fitted inhibition curve with a large enough effect in the polarisation, with a control signal flat, not every such curve was filed as active; inconclusive means small, poorly fitted or top-dose-only effect, or effect the other way, or a change in a side signal; inactive means no such curve, though single readings can be large or run the other way; the % refers to the polarisation; further: on the % scale 0 is the no-effect control and ±100 the full control effect
Target sequence (Q13526 whole entry, looked up): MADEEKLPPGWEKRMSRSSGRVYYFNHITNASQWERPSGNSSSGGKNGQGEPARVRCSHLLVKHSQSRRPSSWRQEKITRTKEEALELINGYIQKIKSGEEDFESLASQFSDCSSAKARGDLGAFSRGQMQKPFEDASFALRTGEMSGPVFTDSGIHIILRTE
GLS inh: inhibitors of human glutaminase (GLS). O94925. GLS enzymatic activity, qHTS titration. Potency, µM (series often up to 45.5 µM), without a hit: at the top dose activity change, negative = inhibition, actives largely listed as inhibitors. 0.21% of 410,000 active. AID 624170; further: on the % scale 0 is the no-effect control and ±100 the full control effect
Target sequence (O94925 whole entry, looked up): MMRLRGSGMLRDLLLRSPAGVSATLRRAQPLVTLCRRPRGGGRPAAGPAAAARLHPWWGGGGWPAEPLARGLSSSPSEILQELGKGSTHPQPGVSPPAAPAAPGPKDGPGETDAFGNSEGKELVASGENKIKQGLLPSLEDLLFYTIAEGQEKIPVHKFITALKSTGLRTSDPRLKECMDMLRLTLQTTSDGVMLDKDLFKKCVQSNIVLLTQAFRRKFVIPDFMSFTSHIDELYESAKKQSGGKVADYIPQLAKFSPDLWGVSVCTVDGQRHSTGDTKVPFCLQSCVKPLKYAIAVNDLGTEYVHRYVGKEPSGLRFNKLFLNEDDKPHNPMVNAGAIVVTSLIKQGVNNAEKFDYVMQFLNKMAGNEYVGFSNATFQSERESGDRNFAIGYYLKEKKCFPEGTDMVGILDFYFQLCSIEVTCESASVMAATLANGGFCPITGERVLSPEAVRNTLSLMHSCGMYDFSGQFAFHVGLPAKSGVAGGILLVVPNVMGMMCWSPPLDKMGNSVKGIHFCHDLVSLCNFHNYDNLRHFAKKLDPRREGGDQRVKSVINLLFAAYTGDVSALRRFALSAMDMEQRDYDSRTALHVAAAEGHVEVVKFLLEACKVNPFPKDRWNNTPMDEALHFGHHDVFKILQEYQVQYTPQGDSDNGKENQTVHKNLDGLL
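Glutamate formation by hKGA was monitored fluorometrically using coupled glutamate oxidase, HRP and Amplex Red. Substrate was added as 1 mM L-glutamine solution; incubation was 30 min at RT after an initial read.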
Starred values were filed as active, the others as inactive; i = inactive; ? = inconclusive; / = no result given; & = joins results of further samples; [ ] = remark or other dose. Unless noted, the call rests on the fitted dose curve; in most records, active means well fitted curve in the direction sought with a large enough effect; inconclusive means small, poorly fitted or top-dose-only effect, or another doubt; inactive means no such curve, though single readings can be large; an effect the other way counts as inactive or inconclusive. Potency means the concentration at half of the fitted maximal effect. An excerpt, so the mix of outcomes need not match the whole.

entry | Compound | JMJD2A Tudor | Tb PGK inh | G9a block | BAZ2B block | HP1b chromo inh
1 | CCCNC(=O)COc1ncnc2sccc12 | -8% | 1% | -5% | 0% | 19%
2 | C/C(=C\c1ccc(Cl)cc1)C(=O)c1c(C)cc(C)[nH]c1=O | -13% | 0% | 11% | 3% | 17%
3 | CC(=O)Nc1ccc(N(CC(=O)NC2CCCCC2)C(=O)Cn2nnc(-c3ccccc3)n2)cc1 | -8% | 9% | -8%[59 µM] | 0% | 22%
4 | COc1ccc(Br)c(C(=O)Nc2cc3c(cc2N2CCOCC2)n(C)c(=O)n3C)c1 | -19% | -2% | -43%[59 µM] | 79µM* | 6%
5 | CCCCNc1c(N)n(CCC)c(=O)[nH]c1=O | -17% | -7% | -8% | -24% | 21%
6 | COc1cccc(C2=NOC(C(=O)NCc3cccs3)C2)c1 (stereo unspecified) | -12% | -3% | 0% | 7% | 16%
7 | Cc1ccc(Cl)cc1N1CCN(C(=O)c2cnc(N3CCOCC3)c3ccccc23)CC1 | -25% | i | 10%[59 µM] | -18% | 6%[57 µM]
8 | CCC1(CC)Cc2ccccc2-c2nc(-c3ccccc3)oc(=O)c21 | 1% | -1% | 66%[activator] | 6% | 52%[activator]
9 | CN1C[C@@H]2C(c3ccccc3)C3(c4ccc(C#N)cc4)CC2(C3)[C@H]1c1ccccc1 (stereo partly specified) | -36% | 4% | -5%[59 µM] | -33% | 4%
10 | COc1cc(CNCCO)cc(Cl)c1OCc1ccccc1Cl | -8% | -7% | ? | -16% | 30%

entry | Pin1 inhibitor | GLS inh | BLM inh | POLI inh
1 | -4% | -3% | -4% | 71%[activator]
2 | 1% | -1% | -1% | -4%
3 | 3% | -6% | -2% | 5%
4 | ? | 3% | -1% | 4%
5 | ? | -27% | -1% | 112%[activator]
6 | -9% | 0% | 0% | 42%[activator]
7 | ? | 5% | 0% | 4%
8 | -8% | 9% | 2% | 15%
9 | 0% | 5% | -3%&-4% | -1%
10 | -3% | 4% | -11% | 30%[activator]

Additional structures:
entry | Compound | JMJD2A Tudor | Tb PGK inh | G9a block | BAZ2B block | HP1b chromo inh
11 | COc1ccc(Cl)cc1NC(=O)C(=O)NCc1ccncc1 | -7% | 11% | -23% | 8% | 20%
12 | O=C(O)CCC(=O)N1CCc2cc(S(=O)(=O)NC3CCCC3)ccc21 | -17% | -3% | -4%[59 µM] | 10% | 22%
13 | Cc1ccc(-c2ccc(=O)n(CCC(=O)N3CCN(Cc4ccccc4)CC3)n2)cc1 | -22% | -3% | -2% | 4% | -22%
14 | C[C@H]1O[C@@H](O[C@H]2[C@@H](O)C[C@H](O[C@H]3[C@@H](O)C[C@H](O[C@H]4CC[C@@]5(C)[C@H](CC[C@@H]6[C@@H]5C[C@@H](O)[C@]5(C)[C@@H](C7=CC(=O)OC7)CC[C@]65O)C4)O[C@@H]3C)O[C@@H]2C)C[C@H](O)[C@@H]1O | -3% | 7% | 4%[12.7 µM] | -24%&5% | 27%
15 | COc1cccc2sc(N(Cc3cccnc3)C(=O)c3ccc(S(=O)(=O)N(C)C)cc3)nc12 | -29% | -9% | -16%[59 µM] | -22% | 8%
16 | CC(C(=O)OCc1nnc(-c2ccccc2)o1)N1C(=O)C2CCCCC2C1=O (stereo unspecified) | -18% | -6% | -24% | 2% | 19%
17 | Cn1c(CC(=O)Nc2ccccc2)cc2ccccc21 | -6% | 6% | 43%[activator] | -26% | 24%
18 | O=C(NC1CCCCC1)c1cc(S(=O)(=O)N2CCCCC2)ccc1N1CCOCC1 | -10% | 1% | -10%[12.7 µM] | -1% | 25%
19 | Cc1cc(C)c(S(=O)(=O)c2ccccc2C)c(SCC(C)C)n1 | 63%[activator] | -1% | 121%[activator][59 µM] | 67%[activator] | 128%[activator]
20 | COc1cccc(CNC(=O)C2CCCN(c3nn4c(=O)cc(C)nc4s3)C2)c1OC (stereo unspecified) | -6% | i | 0% | 6% | 26%

entry | Pin1 inhibitor | GLS inh | BLM inh | POLI inh
11 | 1% | 6% | 0% | -4%
12 | 0% | 14% | -1% | 68%[activator]
13 | -2% | -5% | 2% | 42%[activator]
14 | -3% | -8%&1% | 6%&6%&-5%&-8% | 10%
15 | 4% | -1% | -1% | -6%
16 | -5% | 0% | 6% | 28%
17 | 5% | 1% | -2% | -10%
18 | 0% | 12% | / | 2%
19 | -4% | 1% | -8% | 14%
20 | -3% | -4% | -1% | 19%

A different layout for some results above:
no.	JMJD2A Tudor	Tb PGK inh	G9a block	BAZ2B block	HP1b chromo inh	Pin1 inhibitor	GLS inh	BLM inh	POLI inh	Compound
11	-7%	11%	-23%	8%	20%	1%	6%	0%	-4%	COc1ccc(Cl)cc1NC(=O)C(=O)NCc1ccncc1
12	-17%	-3%	-4%[59 µM]	10%	22%	0%	14%	-1%	68%[activator]	O=C(O)CCC(=O)N1CCc2cc(S(=O)(=O)NC3CCCC3)ccc21
13	-22%	-3%	-2%	4%	-22%	-2%	-5%	2%	42%[activator]	Cc1ccc(-c2ccc(=O)n(CCC(=O)N3CCN(Cc4ccccc4)CC3)n2)cc1
14	-3%	7%	4%[12.7 µM]	-24%&5%	27%	-3%	-8%&1%	6%&6%&-5%&-8%	10%	C[C@H]1O[C@@H](O[C@H]2[C@@H](O)C[C@H](O[C@H]3[C@@H](O)C[C@H](O[C@H]4CC[C@@]5(C)[C@H](CC[C@@H]6[C@@H]5C[C@@H](O)[C@]5(C)[C@@H](C7=CC(=O)OC7)CC[C@]65O)C4)O[C@@H]3C)O[C@@H]2C)C[C@H](O)[C@@H]1O
15	-29%	-9%	-16%[59 µM]	-22%	8%	4%	-1%	-1%	-6%	COc1cccc2sc(N(Cc3cccnc3)C(=O)c3ccc(S(=O)(=O)N(C)C)cc3)nc12
16	-18%	-6%	-24%	2%	19%	-5%	0%	6%	28%	CC(C(=O)OCc1nnc(-c2ccccc2)o1)N1C(=O)C2CCCCC2C1=O (stereo unspecified)

Carrying on:
entry | Compound | JMJD2A Tudor | Tb PGK inh | G9a block | BAZ2B block | HP1b chromo inh
21 | COC(=O)CSc1nc(C)cc(Oc2ccccc2)n1 | -9% | i | 3% | 3% | 42%[activator]
22 | CCOC(=O)CN1C(=O)C(C)(C)Oc2ccc(C(=O)Nc3ccccc3)cc21 | -18%[57.1 µM] | -8% | -7% | -1% | 29%
23 | C=CCOc1ccc(C2C(C(=O)c3ccc(C)o3)=C(O)C(=O)N2Cc2cccnc2)cc1 (stereo unspecified) | ? | -3% | 40µM* | -9% | 5%
24 | CCN(C(=O)CCC(=O)N(CC)c1ccccc1)c1ccccc1 | 4% | 5% | -25% | 4% | 38%
25 | O=C(Nc1ccccc1C(=O)N1CCOCC1)c1ccc(F)cc1 | -14%[11.4 µM] | -1% | 4% | 4% | -13%
26 | CCOc1ccc(NC(=O)CSc2ncn[nH]2)cc1 | -14%&4% | 0%&4% | ? | 0%&-1% | 33%&26%
27 | CC12CCC(C(=O)NCc3cccnc3)(OC1=O)C2(C)C (stereo unspecified) | -10% | -3% | -3%[59 µM] | 0% | 8%
28 | Cc1ccc(C(=O)COC(=O)CNC(=O)CN2C(=O)c3ccccc3C2=O)cc1 | -10% | -7% | -8%[59 µM] | 3% | 16%
29 | Cc1nc2ccccn2c1C(=O)NNC(=S)Nc1ccc(Cl)cc1 | ? | -1% | 1.3µM* | 3% | -14%
30 | c1cncc(CNCc2ccco2)c1 | -14% | 9% | ? | 71µM* | 7%

entry | Pin1 inhibitor | GLS inh | BLM inh | POLI inh
21 | -4% | 0% | 0% | 5%
22 | 1% | 13% | -6% | 8%
23 | -6% | 4% | -2% | 50%[activator]
24 | -4% | 5% | 3% | 7%
25 | 1% | -16% | -5% | 2%
26 | -2%&-12% | 2%&20% | -3%&-4% | 22%&-4%
27 | 2% | -1% | -1% | -5%
28 | -4% | 4% | -8% | 9%
29 | -3% | 17% | 2% | 12%
30 | 8% | -6% | -3% | 5%

(listing goes on)
entry | Compound | JMJD2A Tudor | Tb PGK inh | G9a block | BAZ2B block | HP1b chromo inh
31 | Cn1cc(C(=O)NCC(=O)Nc2ccccc2Br)cn1 | 2% | i | / | / | 33%
32 | CCN1C(=O)C(=Cc2cccc(OC)c2Oc2ccc([N+](=O)[O-])cc2[N+](=O)[O-])SC1=S | ? | ? | 45µM* | 25µM* | ?
33 | O=C(NCC1CCCN1S(=O)(=O)c1cccs1)c1cccc(Cl)c1 (stereo unspecified) | -15% | -5% | 5% | -13% | -13%
34 | Cc1cc(C)cc(NC(=O)C2CCCN(c3nnc(-n4c(C)ccc4C)s3)C2)c1 (stereo unspecified) | -30% | -5% | 0%[59 µM] | -37% | 3%
35 | O=C(COc1ccc([N+](=O)[O-])cc1)NNC(=O)Nc1ccc([N+](=O)[O-])cc1 | -21% | -10% | 91%[activator] | 5% | 27%
36 | Cc1ccc(NC(=O)CN2C(=O)NC3(CCCc4ccccc43)C2=O)c(C)c1 (stereo unspecified) | -10% | -4% | ? | -2% | 33%[activator]
37 | O=C(NNC(=S)Nc1ccccc1)c1cc(-c2cccnc2)nc2ccccc12 | -23% | -6% | 16µM* | -20% | -6%
38 | CCCCOc1ccc(C(=O)Nc2ccc3c(c2)CCCN3C(=O)c2cccs2)cc1 | -28% | -4% | 13%[59 µM] | -7% | -6%
39 | COc1ccc(NC(=O)CSc2nnc(NC(=O)Nc3ccccc3)s2)cc1OC | -2% | -3% | -8%[59 µM] | -4% | 41%[activator]
40 | CCN1CCN(CCC(=O)Nc2cc(OC)ccc2OC)CC1 | -15% | -8% | ? | -23% | 57%[activator]

entry | Pin1 inhibitor | GLS inh | BLM inh | POLI inh
31 | 7% | -12% | / | 1%
32 | -11% | -3% | -23% | -18%
33 | 5% | -1% | / | 57%[activator]
34 | 16% | -10% | -11% | -2%
35 | 12% | 9% | -12% | ?
36 | -1% | 1% | / | ?
37 | -2% | ? | -1% | 114%[activator]
38 | 9% | -8% | -7% | -2%
39 | -1% | 1% | -8% | 12%
40 | 0% | 1% | 0% | 66%[activator]
